FadD28 FP inh: M. tuberculosis FadD28 bisubstrate binding inhibition. FadD28 bisubstrate probe binding, fluorescence polarization. inhibition, % at 12.5 µM. 0.22% of 360,000 active. AID 588549; in the data active = inhibition above about 8.5%, passing the limit was not always enough; inconclusive = no clear call, values can overlap the other calls
TcdB inh: blocks C. difficile toxin B glycohydrolase activity | P18177 | TcdB glycohydrolase enzymatic assay, plate reader | inhibition, % at 9.99 µM | 0.24% of 350,000 active | AID 652162; in the data active = inhibition above about 10%
Target sequence (P18177 whole entry, looked up): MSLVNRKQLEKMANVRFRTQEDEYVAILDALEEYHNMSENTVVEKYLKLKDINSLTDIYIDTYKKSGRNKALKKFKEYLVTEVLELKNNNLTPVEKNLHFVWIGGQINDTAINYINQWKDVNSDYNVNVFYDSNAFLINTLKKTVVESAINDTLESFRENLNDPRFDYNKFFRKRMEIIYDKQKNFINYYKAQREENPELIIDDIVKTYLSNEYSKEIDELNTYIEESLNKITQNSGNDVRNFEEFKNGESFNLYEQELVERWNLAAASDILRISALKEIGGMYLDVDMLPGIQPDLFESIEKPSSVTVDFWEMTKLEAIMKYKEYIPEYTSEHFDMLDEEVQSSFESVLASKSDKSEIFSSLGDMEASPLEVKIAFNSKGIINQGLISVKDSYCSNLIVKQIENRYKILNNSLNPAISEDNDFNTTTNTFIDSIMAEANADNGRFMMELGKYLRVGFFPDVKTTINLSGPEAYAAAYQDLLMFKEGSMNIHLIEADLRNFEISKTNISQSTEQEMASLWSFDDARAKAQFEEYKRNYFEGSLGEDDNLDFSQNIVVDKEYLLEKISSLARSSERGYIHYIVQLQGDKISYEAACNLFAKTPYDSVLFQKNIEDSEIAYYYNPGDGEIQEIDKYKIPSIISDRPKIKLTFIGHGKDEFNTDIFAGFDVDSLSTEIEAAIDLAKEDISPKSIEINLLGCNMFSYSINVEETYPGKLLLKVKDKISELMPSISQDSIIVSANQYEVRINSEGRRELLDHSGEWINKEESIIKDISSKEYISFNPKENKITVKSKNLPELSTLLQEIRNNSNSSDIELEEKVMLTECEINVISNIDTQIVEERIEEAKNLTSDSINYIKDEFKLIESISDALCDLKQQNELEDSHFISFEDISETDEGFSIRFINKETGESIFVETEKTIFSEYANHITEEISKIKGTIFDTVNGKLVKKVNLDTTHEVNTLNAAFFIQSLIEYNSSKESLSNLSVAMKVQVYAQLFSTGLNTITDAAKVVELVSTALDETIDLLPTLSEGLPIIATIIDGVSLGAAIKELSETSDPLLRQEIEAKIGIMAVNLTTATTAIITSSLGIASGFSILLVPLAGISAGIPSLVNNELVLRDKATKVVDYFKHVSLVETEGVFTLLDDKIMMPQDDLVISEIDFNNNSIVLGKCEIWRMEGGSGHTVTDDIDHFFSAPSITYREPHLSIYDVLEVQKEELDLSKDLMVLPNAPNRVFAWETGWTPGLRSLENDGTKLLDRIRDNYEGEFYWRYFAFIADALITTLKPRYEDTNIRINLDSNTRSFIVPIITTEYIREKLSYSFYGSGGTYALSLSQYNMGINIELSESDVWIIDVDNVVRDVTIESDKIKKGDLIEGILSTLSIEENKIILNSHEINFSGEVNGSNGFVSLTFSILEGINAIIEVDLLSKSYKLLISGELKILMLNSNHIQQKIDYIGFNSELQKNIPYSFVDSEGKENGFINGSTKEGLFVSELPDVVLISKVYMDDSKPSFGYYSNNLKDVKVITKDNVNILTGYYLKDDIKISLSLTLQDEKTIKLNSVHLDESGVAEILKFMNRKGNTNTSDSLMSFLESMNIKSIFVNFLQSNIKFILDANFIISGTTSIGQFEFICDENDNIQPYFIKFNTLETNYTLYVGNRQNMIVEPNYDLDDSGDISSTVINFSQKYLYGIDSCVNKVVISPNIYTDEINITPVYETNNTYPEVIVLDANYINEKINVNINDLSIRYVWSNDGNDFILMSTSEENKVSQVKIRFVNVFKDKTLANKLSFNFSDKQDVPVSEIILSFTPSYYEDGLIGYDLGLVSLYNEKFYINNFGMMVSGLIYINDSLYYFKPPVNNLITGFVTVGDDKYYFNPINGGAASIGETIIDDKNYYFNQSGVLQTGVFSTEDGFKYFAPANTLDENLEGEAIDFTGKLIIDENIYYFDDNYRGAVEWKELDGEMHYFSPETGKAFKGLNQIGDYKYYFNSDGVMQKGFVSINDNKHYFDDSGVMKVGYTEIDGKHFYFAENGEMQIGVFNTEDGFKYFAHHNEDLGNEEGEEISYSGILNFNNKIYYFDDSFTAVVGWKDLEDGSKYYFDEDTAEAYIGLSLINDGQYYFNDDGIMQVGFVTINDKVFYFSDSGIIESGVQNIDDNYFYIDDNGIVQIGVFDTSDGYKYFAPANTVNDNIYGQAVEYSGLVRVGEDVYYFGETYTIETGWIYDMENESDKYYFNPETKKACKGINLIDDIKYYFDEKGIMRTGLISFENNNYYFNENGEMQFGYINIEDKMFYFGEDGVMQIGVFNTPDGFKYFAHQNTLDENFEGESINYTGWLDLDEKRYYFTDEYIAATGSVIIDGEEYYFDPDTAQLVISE
BoNT F protease: inhibitors of Botulinum neurotoxin F light chain protease; Multiplex microsphere protease cleavage assay, flow cytometry; inhibition, % at 10 µM; 0.22% of 360,000 active; in the data active = inhibition above about 35%, passing the limit was not always enough; inconclusive = no clear call, values can overlap the other calls; note: plate controls were buffer without enzyme for full effect and enzyme alone for no effect
Y pestis TopoI: Y. pestis Topo-I inhibition via cleavage products | Y. pestis Topo-I cleavage product accumulation, plate reader | 0.064% of 360,000 active | activity, % at 10 µM; in the data active = activity above about 50%, passing the limit was not always enough; inconclusive = no clear call, values can overlap the other calls; note: inactives centre near 2
CCHF vOTU inh: blocks the CCHF virus ovarian tumor domain protease; CCHFV vOTU protease, Pep-AMC fluorescence; inhibition, % at 11.5 µM; 0.55% of 370,000 active; AID 651958; in the data active = inhibition above about 30%; note: 0% = vehicle wells with enzyme and 100% = no enzyme wells
BoNT A protease: inhibitors of Botulinum neurotoxin A light chain protease; 0.17% of 360,000 active; multiplex microsphere protease substrate cleavage, flow cytometry; AID 588499; inhibition, % at 10 µM; note: plate controls were buffer without enzyme for full effect and enzyme alone for no effect
PrPC surface inh: cell surface PrPC inhibition, primary TR-FRET screen. inhibition, % at 13.8 µM. P04156. TR-FRET read-out. 0.43% of 370,000 active; in the data active = inhibition above about 24%; note: 0% = median of the test wells and 100% = reference compound wells
PfHsp40 rescue: restores yeast growth despite PfHsp40 toxicity; S. cerevisiae expressing PfHsp40, growth rescue, ATP luminescence; 0.68% of 340,000 active; AID 504582; growth rescue, % at 12.5 µM; in the data active = growth rescue above about 28%, passing the limit was not always enough; inconclusive = no clear call, values can overlap the other calls;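 note: yeast W303a lacking pdr1 and pdr3 grown in galactose medium; growth measured after three days at 30 °C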
Anthrax LF prot: blocks Bacillus anthracis lethal factor protease. multiplex microsphere protease cleavage assay, LF. inhibition, % at 10 µM. 0.12% of 360,000 active; note: plate controls were buffer without enzyme for full effect and enzyme alone for no effect
An asterisk follows results filed as active; ? = inconclusive; nt = not tested or not shown; & = joins results of further samples. Cut-off read from the data, not from the text of the source, unless noted: active = inhibition above about 30%; inconclusive = no clear call, values can overlap the other calls; inactive = below that.

SMILES	FadD28 FP inh	TcdB inh	BoNT F protease	Y pestis TopoI	CCHF vOTU inh	BoNT A protease	PrPC surface inh	PfHsp40 rescue	Anthrax LF prot
O=c1cccc2n1CC1CC2CN(C(c2cccc(F)c2)c2sc3ncnn3c2O)C1 (stereo not given)	-3.2	1.6	-5	6	2	-0.3	0	0.1	-8
Cc1nn(C(=O)/C(C#N)=C/N(C)C)c(C)c1C	0.3	1.7	-8	4	-7	-0.7	-2	-1.6	3
COc1ccnc(-n2cccc2/C=N/O)c1C#N	-2.9	0.8	-3	9	0	-0.5	7	1.2	0
Cc1sc(N/N=C/c2cccnc2)nc1-c1ccccc1	-4.2	nt	-35	-15	-3	2.1	1	-0.4	-5
O=C(CNC(=O)c1ccc(Cl)c([N+](=O)[O-])c1)NCC1CCCO1 (stereo not given)	-0.4	1.4	5	6	0	2.7	-20	-0.3	0
Cc1ccc(OCCCCN(C)Cc2ccccc2)c(Br)c1	-3.9	2.0	8	19	5	-0.1	-1	2.1	0
COc1cc(NC(=O)c2cc(S(=O)(=O)N3CCCCC3)ccc2N2CCOCC2)cc(OC)c1	-2.2	0.5	8	9	3	0.0	0	1.0	-5
O=C(CCC(=O)Nc1ccccc1Cl)N/N=C/c1ccccc1	-2.1	-1.5	-1	1	-4	0.0	9	-0.7	0
COc1ccccc1-n1c(SCC(=O)NC2CC2)nc2ccccc2c1=O	0.2	0.9	0	5	-10	2.1	0	-1.0	-3
COC(=O)COc1ccc2c(c1C)O/C(=C\c1ccco1)C2=O	-1.4	0.2	1	-6	-12	2.4	2	-0.8	-2
CC(C)COc1ccc(C(=O)OCCN2CCCCC2)cc1	3.4	1.5	1	29	-7	0.0	1	-0.4	-3
O=C(COc1ccc(F)cc1)Nc1nnc(S(=O)(=O)N2CCCC2)s1	-1.9	-0.7	-2	-3	-3	0.1	-3	-0.2	0
Cc1nn(-c2ccc(F)cc2)c(Cl)c1/C=C1\C(=O)Nc2ccccc21	-2.3	2.1	0	11	-5	0.0	1	1.9	-1
CCC(=O)c1ccccc1OCCSc1nc(C)cc(=O)[nH]1	-3.0	nt	2	3	3	0.9	6	?	-4
COc1ccc(C(=O)O)cc1S(=O)(=O)N(C)C	-3.9	1.5	-3	-12	-10	-0.3	2	-1.1	2
C[C@]12CCC3C(CC[C@H]4C[C@@H](O)CC[C@]34C)C1CCC2=O (stereo not given in full)	0.0	nt	-7	3	nt	-0.2	nt	-0.9	-1
C/C(=N\NC(=O)COc1ccccc1[N+](=O)[O-])c1cccs1	-0.7	1.5	-4	-11	5	0.0	-3	0.1	-6
CSc1ccc(C(O)c2ncc(-c3ccc(F)cc3)[nH]2)cc1 (stereo not given)	-1.8	-1.8	3	-6	5	-0.2	-3	nt	1
Cc1ccccc1CN1C(=O)c2ccccc2Sc2ccc(C(=O)NCCCN3CCOCC3)cc21	-5.5	0.6	4	18	-7	0.8	-4	-1.6	-4
COCCNc1nnc(SCC(=O)NNC(=O)c2ccco2)s1	-1.8	-0.6	0	-7	-5	-0.4	-2	-0.7	-3
Nc1nonc1NC(=O)NN=C1CCCCC1	-2.3	0.3	0	-3	-13	0.3	-3	-0.9	1
Cc1ccc(C(=O)CCC(=O)Nc2ccccc2C)cc1C	-2.4	1.7	-1	6	-3	-2.3	5	5.5	-11
CC(C)Oc1ccc(/C=N/NC(=O)c2ccc(N(Cc3ccccc3)S(C)(=O)=O)cc2)cc1	-2.9	0.6	-8	26	-5	-0.9	1	-1.0	1
Cc1ccc(N=Cc2c(O)c3ccccc3oc2=O)cc1F	0.6	0.8	?	12	8	-0.9	-3	0.2	-4
O=C1N[C@@H](c2ccccc2)COC(=O)[C@@H](Cc2ccc(F)cc2)CC/C=C/C[C@H]1CC(=O)N(CCO)Cc1ccccc1	-0.7	1.9	-6	3	13	0.2	-5	2.7	-1

2 compounds from above with just TcdB inh, BoNT A protease and Anthrax LF prot:
Compound	TcdB inh	BoNT A protease	Anthrax LF prot
Cc1sc(N/N=C/c2cccnc2)nc1-c1ccccc1	nt	2.1	-5
COc1ccccc1-n1c(SCC(=O)NC2CC2)nc2ccccc2c1=O	0.9	2.1	-3

Remaining list, next part:
SMILES	FadD28 FP inh	TcdB inh	BoNT F protease	Y pestis TopoI	CCHF vOTU inh	BoNT A protease	PrPC surface inh	PfHsp40 rescue	Anthrax LF prot
Cc1ccc(NC(=O)c2ccc(=O)n(CC(=O)Nc3ccccc3)n2)cc1	0.0	0.4	-1	-2	0	-0.2	4	-0.5	-2
CN(C)CCCNc1c2ccccc2nc2ccccc12	-0.7	-0.3	7	-35	-190	0.3	-21	0.8	-2
COc1cc(OC)cc(C2=Cc3ccccc3C(CC(C)=O)N2c2ccc(C#CC3(N)CCCCC3)cc2)c1 (stereo not given)	nt	0.1	-5	nt	3	6.3	-7	nt	-2
CC(C)(C)OC(=O)N/N=C\c1ccc(OC(=O)c2ccco2)cc1	-2.3	1.3	6	-1	-5	1.9	-10	1.3	5
COC(=O)c1[nH]c2ccc(Cl)cc2c1NC(=O)c1ccccc1[N+](=O)[O-]	-3.0	nt	-4	-4	-7	-0.3	0	1.1	0
COc1ccc(NC(=O)c2cnc(SC)nc2C)c(OC)c1	0.6	-0.5	-22	-4	10	-0.7	-3	0.3	4
CC12CN3CC(C)(CN(C1)C3c1ccncc1)C2=O (stereo not given)	-2.1	nt	-2	3	7	0.9	8	0.9	2
COc1ccc(NC(=O)c2cnc(NS(=O)(=O)c3ccccc3)nc2)cc1	-1.8	0.7	-6	2	2	-2.7	-2	0.1	13
CCc1ccc(N2CCN(CCNC(=O)Nc3ccccc3)CC2)cc1	-4.7	0.1	21	-4	11	-1.1	-3	-1.2	2
CC(C)Cn1c(CN2CCCCC2C)nc2c1c(=O)n(C)c(=O)n2C (stereo not given)	-3.5	-0.3	-5	-7	-3	-0.3	1	0.6	-9
Cn1c(CNC(=O)CCNC(=O)c2ccccc2F)cc(=O)n(C)c1=O	-0.5	0.3	-2	4	6	2.5	-1	-0.8	3
COc1ccc(C2=NS(=O)(=O)N(C)C(C(=O)NCc3cccs3)=C2)cc1OC	-2.4	1.4	1	-2	7	1.1	-17	0.3	-3
COc1ccc(CC(=O)Nc2cc(F)ccc2F)cc1S(=O)(=O)N1CCOCC1	0.6	0.9	-10	3	3	0.1	-2	nt	-7
COc1ccc(OCC(=O)Nc2cccc(C(=O)Nc3ccccc3C(=O)O)c2)cc1	-15	nt	-2	14	10	-0.1	6	-0.9	-2
COc1ccc(NC(=O)c2cc(C)nc3ccccc23)cc1S(=O)(=O)Nc1ccccc1Cl	-1.3	-0.3	-8	5	9	-0.3	9	0.5	-5
CCCNC(=O)COC(=O)c1ccc(S(=O)(=O)N2CCCCCC2)cc1	-3.8	nt	-3	-1	7	0.2	8	-1.4	-3
Cc1cc(Cl)ccc1NC(=O)Nc1c(C)n(-c2ccccc2)c(=O)n1C	-0.5	nt	-1	1	17	0.3	2	-0.9	0
COc1ccc(C)cc1NC(=O)CSc1nnc2ccc(-c3ccccn3)nn12	-1.3	2.4	3	-1	2	5.9	-1	1.0	0
O=C(Nc1nn(Cc2ccc(Cl)cc2)cc1Br)c1ccc(COc2ccccc2Cl)o1	-0.7	nt	-6	-3	6	-0.1	10	0.4	-5
N/C(=N\OC(=O)C12CC3CC(CC(C3)C1)C2)c1ccccn1	-1.2	nt	-1	2	13	0.2	-3	2.5	0
O=C(COC(=O)c1ccc(CN2CCCC2=O)cc1)Nc1ccc(F)cc1	-1.1	-1.7	4	-10	8	3.1	4	-0.4	6
CC[C@@H]1C=C(C(=O)O)[C@H](c2cccc(C)c2)N1S(=O)(=O)c1ccc(C)cc1	-1.8	2.9	-13	-2	13	-0.4	-7	0.0	2
Cn1nc(C(=O)NC2CCCC2)c2ccccc2c1=O	1.7	8.9	11	-2	1	0.4	-6	-1.7	-6
CCCCNC(=O)c1onc(CSc2cccc(F)c2)c1C(=O)O	-4.8	2.4	-5	7	16	-0.9	-2	0.4	0
Cc1cc([N+](=O)[O-])nn1Cc1noc(C(=O)NCCc2ccccn2)n1	0.4	2.0	6	2	7	-2.2	-6	-0.6	-4

Random excerpt: three records from the list
SMILES	FadD28 FP inh	TcdB inh	BoNT F protease	Y pestis TopoI	CCHF vOTU inh	BoNT A protease	PrPC surface inh	PfHsp40 rescue	Anthrax LF prot
Cc1ccc(N=Cc2c(O)c3ccccc3oc2=O)cc1F	0.6	0.8	?	12	8	-0.9	-3	0.2	-4
CN(C)CCCNc1c2ccccc2nc2ccccc12	-0.7	-0.3	7	-35	-190	0.3	-21	0.8	-2
CCC(=O)c1ccccc1OCCSc1nc(C)cc(=O)[nH]1	-3.0	nt	2	3	3	0.9	6	?	-4

Next entries
SMILES	FadD28 FP inh	TcdB inh	BoNT F protease	Y pestis TopoI	CCHF vOTU inh	BoNT A protease	PrPC surface inh	PfHsp40 rescue	Anthrax LF prot
Cc1nc2c(-c3ccc(F)cc3)c(C)nn2c(C)c1CCC(=O)N1CCN(c2ccc(F)cc2)CC1	-1.8	-2.0	-2	21	-2	-0.8	-7	0.0	-3
CCCNC(=O)Cn1nc(C(F)(F)F)c2c1CCC2	-5.0	1.0	-2	-2	-4	-0.1	0	-0.5	-3
COc1ccc(S(=O)(=O)Nc2cccc3c2O[C@H](CN(C)S(=O)(=O)c2cn(C)cn2)[C@@H](C)CN([C@H](C)CO)C3=O)cc1	-0.2	0.7&0.7	0	0	-4	0.0	-1	-0.8	-3
C=C1c2ccccc2NC(=O)N1c1ccc(C)cc1	-2.9	nt	2	-2	11	0.1	6	-0.5	-5
COCc1ccc(C(=O)N2CCCC(CNC(=O)c3ccc(F)cc3)C2)o1 (stereo not given)	0.6	0.4	nt	7	-4	nt	5	0.1	nt
COCCCNC(=O)c1cc(C)nn1-c1ccccc1	0.2	0.6	0	-2	-8	-0.3	5	-1.1	1
O=C(O)CCN1C(=O)c2ccc(NC(=O)c3ccco3)cc2C1=O	-3.4	1.4	-8	-11	-4	-1.4	3	-0.7	-4
C/C(=N\NC(=O)c1ccccc1)c1ccc(NC(=O)c2cccs2)cc1	-3.7	-0.1	-1	1	5	0.3	-2	0.2	-2
COc1ccc(N(CC(=O)NCc2ccccc2Cl)S(=O)(=O)c2c(C)noc2C)cc1	-3.4	0.2	0	20	9	-0.5	4	0.3	0
O=C(O)CCc1nn2c3ccccc3nc2n(Cc2ccccc2)c1=O	0.3	-0.3	14	2	7	0.9	0	0.4	1
O=C(CSc1nc2ccccc2c(=O)n1NC(=O)Cc1ccccc1)NCc1ccccc1	-1.8	nt	-7	16	4	-1.6	14	8.9	0
Cc1ccc2cc(C)c(N3CCN(c4ccccn4)CC3)nc2c1	-2.2	nt	-3	6	-2	0.3	-7	8.8	-4
C(=C\c1ccccc1)/C=N/N1CCN(c2ccccn2)CC1	-2.3	nt	1	18	13	0.4	-5	-0.5	-2
OC(COCc1ccc(Cl)cc1)CN1CCc2ccccc2C1 (stereo not given)	-4.7	nt	3	7	12	-0.1	-1	0.7	-3
Cc1nc2cc(-c3cccc(F)c3)nn2c(N2CCN(C(=O)c3ccco3)CC2)c1C	-0.6	nt	6	3	-7	-0.4	-7	-1.3	-2
CCOc1ccc(S(=O)(=O)NCCCN2CCCC2=O)cc1	-0.3	0.7	-1	4	15	-1.7	-5	-0.9	-8
O=C(Cc1nn[nH]n1)Nc1cc(Cl)cc(Cl)c1	nt	-0.3	-10	-7	0	-0.2	9	1.0	12
CN(CCC#N)C(=O)COC(=O)c1c2c(nc3ccccc13)/C(=C/c1ccco1)CC2	-0.9	nt	-5	27	9	6.4	-1	-0.8	-5
O=C(CSc1n[nH]c(-c2cccs2)n1)NC1CCS(=O)(=O)C1 (stereo not given)	-0.8	0.8	0	3	12	-4.7	4	-1.4	0
CCOC(=O)c1[nH]c2ccc(Br)cc2c1NC(=O)CCN1CCOCC1	0.0	-0.4	nt	2	-3	nt	-1	-1.5	nt
CCC(C(=O)NCc1ccccn1)n1c2ccccc2c2nc(=O)cc(C)n21 (stereo not given)	-1.9	-0.9	-4	2	7	0.1	5	-0.4	1
CCO/C=C/C(=O)N(C)CCC#N	-5.1	nt	-6	0	4	-0.2	-8	1.9	0
O=C(Nc1ccc(S(=O)(=O)N2CCOCC2)cc1)c1ccc2c(c1)S(=O)(=O)c1ccccc1C2=O	-3.0	0.7	0	-7	3	-0.3	-2	-0.9	-2

Bioassay records: PubChem BioAssay, several laboratories

No enrichment for hits; 2.3% or so of the library scored in one or more.
